Rad51 HR inh = Rad51 (human) homologous recombination inhibition; inhibition, % at 10 µM; 200,000 compounds, 0.085% hits; hRad51 DNA strand exchange, fluorescence dequenching; AID 1385;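 active means inhibition above 40% at the single screening dose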;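 further: 0% = DMSO control wells and 100% = blanks with heterologous ssDNA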
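System: hRad51 filaments on single-stranded DNA; reagent: Fluorescein- and BHQ1-tagged 47-mer duplex; compound dosing: one concentration, 10 µM final; timing: filaments 15 min 37 °C, then compound 30 min; measured by: fluorescein emission 520 nm, excitation 485 nm; benchmarks: per-plate controls and blanks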
Calpain2 inh = blocks pig calpain II enzyme activity. purified calpain II, fluorogenic peptide substrate, 30 min. inhibition, % at 16 µM. 220,000 compounds, 0.37% hits. AID 1236;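 active means inhibition above about 50%, limit read from the data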
TNF death inh = blocks TNF-alpha induced death of Jurkat FADD-/- cells; 220,000 compounds, 0.068% hits; Jurkat FADD-/- TNF necroptosis rescue, ATP luminescence, 24 h; 0 = TNF only, 100 = no-TNF cells; activation (protection from cell death), % at 10 µM;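 active means activation, meaning protection from cell death, of at least 50% relative to plate controls; inactive means activation below 50%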;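 further: necroptosis triggered by 40 ng/mL TNF-alpha added together with compound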
EBV gp42 inh = inhibitors of Epstein-Barr virus glycoprotein 42. Q1HVG2. Fluorescence polarization binding assay, mP read-out. inhibition, % (tested at 21.74 µM). 220,000 compounds, 0.42% hits. AID 1085; in the data active means inhibition above about 50%
Cl transport mod = KCC2 (human) Cl- transport modulation; B-score of Tl+ flux slope (higher = more flux/activation; lower = inhibition) at 10 µM; KCC2 cells, thallium flux FluoZin-2 fluorescence; 190,000 compounds, 2.2% hits; Q9H2X9;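 active means thallium flux slope and its plate-corrected score both differing from the plate sample mean at a set confidence after two filtering rounds, in either direction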;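 further: slope of fluorescence scaled to starting intensity during 10 to 20 s after thallium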
eIF4E-4G inh = blocks eIF4E binding to eIF4G | P63073+Q04637 | TR-FRET eIF4E-eIF4GI(517-606) binding, 2 h | AID 782 | inhibition, % at 21.7 µM | 220,000 compounds, 0.37% hits;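 active means inhibition above about 30%, limit read from the data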;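 further: 0% = full FRET control wells and 100% = background wells lacking eIF4GI fragment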
PERK inh = inhibitors of human PERK kinase; Q9NZJ5; CHO PERK-DD fusion, SEAP luminescence translation reporter; inhibition, % at 5.6 µM; 220,000 compounds, 0.17% hits; AID 1416;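 active means inhibition above the mean inhibition of all tested compounds plus 3 SD, set separately per screening campaign, cut at about 2.9% in these data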;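 further: PERK kinase domain activated by AP20187 dimerizer at 100 nM; 0% = DMSO with dimerizer and 100% = rapamycin at 8.4 µM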
Target sequence (Q9NZJ5 whole entry, looked up, the tested form may be a part): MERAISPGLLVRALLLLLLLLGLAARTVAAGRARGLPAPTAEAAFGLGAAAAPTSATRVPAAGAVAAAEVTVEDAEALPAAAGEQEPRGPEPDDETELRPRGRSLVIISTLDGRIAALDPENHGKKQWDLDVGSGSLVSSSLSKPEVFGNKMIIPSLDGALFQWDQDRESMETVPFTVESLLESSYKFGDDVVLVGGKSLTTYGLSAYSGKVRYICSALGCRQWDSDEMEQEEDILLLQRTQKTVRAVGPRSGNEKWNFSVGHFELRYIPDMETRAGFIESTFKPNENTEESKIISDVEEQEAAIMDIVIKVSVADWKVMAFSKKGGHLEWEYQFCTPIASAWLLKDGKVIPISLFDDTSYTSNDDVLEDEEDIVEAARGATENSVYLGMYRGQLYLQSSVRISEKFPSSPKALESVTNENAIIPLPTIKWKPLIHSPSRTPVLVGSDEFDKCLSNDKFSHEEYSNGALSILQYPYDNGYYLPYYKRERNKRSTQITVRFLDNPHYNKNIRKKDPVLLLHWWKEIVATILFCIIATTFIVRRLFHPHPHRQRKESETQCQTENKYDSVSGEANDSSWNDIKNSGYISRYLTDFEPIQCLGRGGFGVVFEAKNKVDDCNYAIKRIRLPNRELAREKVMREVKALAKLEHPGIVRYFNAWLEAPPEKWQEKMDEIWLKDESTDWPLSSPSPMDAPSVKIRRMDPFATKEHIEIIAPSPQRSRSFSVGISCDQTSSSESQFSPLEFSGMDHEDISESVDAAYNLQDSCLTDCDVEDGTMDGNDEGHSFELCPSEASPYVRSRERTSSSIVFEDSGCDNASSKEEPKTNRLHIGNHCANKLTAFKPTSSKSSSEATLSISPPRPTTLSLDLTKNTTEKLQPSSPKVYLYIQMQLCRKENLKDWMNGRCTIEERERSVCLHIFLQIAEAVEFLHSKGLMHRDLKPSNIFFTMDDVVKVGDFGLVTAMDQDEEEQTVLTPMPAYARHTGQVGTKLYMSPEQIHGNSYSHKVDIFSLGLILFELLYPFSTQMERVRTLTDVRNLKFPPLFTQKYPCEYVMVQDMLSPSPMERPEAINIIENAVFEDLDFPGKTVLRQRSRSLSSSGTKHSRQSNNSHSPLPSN
zVAD death inh = blocks zVAD induced death of L929 cells. AID 1377. viability rescue, % at 10 µM. 220,000 compounds, 0.38% hits. L929 zVAD necroptosis rescue, ATP luminescence, 24 h; with zVAD 60 µM;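 active means activation, scaled between plate controls, above about 75%, limit read from the data; inactive means activation under that limit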;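 further: 0% = zVAD with DMSO and 100% = DMSO alone without zVAD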
MDM2 E3 inh = inhibitors of human Mdm2 E3 ubiquitin ligase. cell-based MDM2 ubiquitination luciferase reporter, 2 h; 0 = plate control, 100 = twice control, blank-subtracted. 210,000 compounds, 0.11% hits. signal enhancement, % at 5 µM;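 active means signal enhancement of 30% or more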;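 further: luminescence tracks abundance of the self-degrading MDM2-luciferase fusion protein; higher signal means inhibition of MDM2 E3 ligase activity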
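Buffer or medium: Cells held in DMEM | Assay system: Stable mammalian line carrying autodegrading MDM2–luciferase fusion reporter | Quantity: 2000 cells/well | Times: 4 h settle plus 2 h compound, 37 °C | Doses: One concentration, 5 µM, with 0.2% DMSO | Technique: Luminescence with SteadyLite reagent, 15 min at room temperature | Benchmarks: Plate controls and plate blanks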
* = called active by the depositor; . = no result given; [ ] = remark or other dose.

cpd	mol	Calpain2 inh	Cl transport mod	MDM2 E3 inh	eIF4E-4G inh	TNF death inh	Rad51 HR inh	zVAD death inh	EBV gp42 inh	PERK inh
1	N#CCCN1CCN(S(=O)(=O)c2ccc(S(=O)(=O)NC3CC3)cc2)CC1	-13	-0.46	-1	-3	0.5	0	0.0	1	-0.4
2	COc1cccc(/C=N/NC(=O)CCCC(=O)NC2CCCCC2)c1	2	-0.36	-2	7	0.4	4	0.4	-3	0.3
3	Cc1ccc(CC2S/C(=C(/C#N)C(=O)N3CCOCC3)N(c3ccccc3)C2=O)cc1 (centres undefined)	4	0.072	-5	4	-1.0	.	.	-13	-0.5
4	CCc1ccc(C(O)(c2ccccc2OC)C(CN2CCOCC2)c2ccccc2)cc1 (centres undefined)	9	-1.3	-14	1	-0.7	-7	1.0	-19	0.3
5	Cc1ccc(/C=C/C(=O)N2CCc3ccccc32)o1	-31	-2.7	-37	23[fluorescence artefact?]	-4.6	-4	3.0	-4	0.8
6	N#Cc1c(N)nc2c(c1-c1ccc(Br)s1)CCCC2	-67	0.061	-10	2	0.2	-5	-0.1	-28	1.0
7	CCc1c(C)nc(SCC(=O)N2CCN(c3ccccc3)CC2)[nH]c1=O	-31	-0.77	-17	-3	-1.2	-8	3.5	-21	0.4
8	COc1ccc(N2CCN(C(=O)c3ccc(CNc4c(N5CCOCC5)c(=O)c4=O)cc3)CC2)cc1	.	0.4	.	.	-0.6	.	2.6	.	1.2
9	O=C(Nc1ccc(F)cc1)C1CC(=O)n2ncnc2N1 (centres undefined)	7	0.65	-9	2	0.0	1	-1.0	-22	0.4
10	O=C(N1CCN(c2ccccc2)CC1)C12CC3CC(CC(C3)C1)C2	4	0.55	-16	0	-3.6	7	-0.4	-3	0.4
11	COc1cc2c(cc1NC(=O)COc1ccc3ccccc3c1)oc1ccccc12	-91	-0.42	-15	-32	2.0	-2	0.6	-6	0.4
12	CCOc1cccc(-c2cc(C(=O)N/N=C/c3ccc(OC)c(CN4CCOCC4)c3)c3ccccc3n2)c1	-82	0.2	2	5[fluorescence artefact?]	7.2	4	0.6	-5	-1.1
13	Oc1ccc(-c2n[nH]c(=S)n2Cc2ccccc2)cc1	-33	0.44	-7	-12[fluorescence artefact?]	1.7	3	-0.1	-3	0.9
14	COc1cccc(C2=CC(c3cc(OC)ccc3OC)n3nnnc3N2)c1 (centres undefined)	22	0.51	-10	-2	-12	.	-0.3	-13	-0.7
15	CCCCCn1c(=O)[nH]c2c(c1=O)CCC2	4	.	-9	-3	1.1	-1	0.9	2	0.0

Along the list, quoted from above.
Compounds 3 to 10 in MDM2 E3 inh read -5, -14, -37, -10, -17, ., -9, -16

Taken from the results shown, two compounds:
cpd	mol	Calpain2 inh	Cl transport mod	MDM2 E3 inh	eIF4E-4G inh	TNF death inh	Rad51 HR inh	zVAD death inh	EBV gp42 inh	PERK inh
1	N#CCCN1CCN(S(=O)(=O)c2ccc(S(=O)(=O)NC3CC3)cc2)CC1	-13	-0.46	-1	-3	0.5	0	0.0	1	-0.4
2	COc1cccc(/C=N/NC(=O)CCCC(=O)NC2CCCCC2)c1	2	-0.36	-2	7	0.4	4	0.4	-3	0.3

Looked up above.
For eIF4E-4G inh, no. 2 has 7
For zVAD death inh, no. 7 has 3.5
For eIF4E-4G inh, no. 14 has -2
For zVAD death inh, no. 9 has -1.0

(listing goes on)
cpd	mol	Calpain2 inh	Cl transport mod	MDM2 E3 inh	eIF4E-4G inh	TNF death inh	Rad51 HR inh	zVAD death inh	EBV gp42 inh	PERK inh
16	O=C(CN(c1ccccc1)S(=O)(=O)c1ccccc1)N/N=C/c1ccco1	2	-0.072	-8	6	2.4	2	0.8	-3	0.1
17	CCc1nnc(NC(=O)CN2C(=O)c3ccccc3C2=O)s1	-10	0.82	-3	-9	1.1	1	7.7	-24	1.4
18	Cc1cn(CCC(=O)Nc2ccccc2N2CCOCC2)c2ccccc12	5	-0.68	0	-1	0.1	15	-0.4	9	-2.7
19	CC(C)Cn1c(N)c(C(=O)CSc2ccc3c(c2)OCCO3)c(=O)n(C)c1=O	3	-0.7	-39	-3	-13	8	-0.3	-11	0.6
20	Cc1cccc(C)c1NC(=O)CSCC(=O)O	-28	-2.4	-1	-4	1.0	2	2.5	-13	-0.5
21	C=CCNC(=O)c1ccc(N(CC=C)S(C)(=O)=O)cc1	18	0.47	0	-2	-0.9	-2	-0.5	2	0.6
22	Oc1ccc2c(c1)oc1cc(O)ccc12	-62	.	10	0	-19	-5	6.5	-2	1.4
23	O=C(CSc1ccc(-c2ccc(Cl)cc2)nn1)Nc1ccc2c(c1)OCCO2	-9	0.55	-8	-6	1.2	7	1.5	-21	0.8
24	O=C(c1ccc(Br)cc1)N1CCN(S(=O)(=O)c2ccccc2)CC1	-5	0.16	-13	1[fluorescence artefact?]	0.5	-3	0.7	0	0.4
25	CCOC(=O)c1cnc2c(cnn2C)c1NCCCN(C)C	-5	0.95	-19	-6	-3.4	0	-0.4	-6	-1.9
26	CCOc1ccc(N2Cc3ccccc3C2)cc1	.	0.12	.	.	-0.8	5	0.1	.	-1.1
27	COc1ccc(CCNC(=O)C(=O)NCC2OCCN2S(=O)(=O)c2ccc(Br)cc2)cc1 (centres undefined)	25	0.045	-8	-3	-8.1	19	0.5	-9	-0.2
28	COc1cccc(CNC(=S)NC2CC2)c1	17	0.085	-11	6	0.2	.	0.2	-7	0.5
29	CN1CCN(C(=S)NCCc2ccccc2)CC1	-7	.	-15	-8	-3.5	-5	0.8	-7	0.9
30	Clc1cccc(-c2nnc3n2CCCCC3)c1	3	-1.1	-9	0	0.1	-2	-0.6	0	0.7

cpd	mol	Calpain2 inh	Cl transport mod	MDM2 E3 inh	eIF4E-4G inh	TNF death inh	Rad51 HR inh	zVAD death inh	EBV gp42 inh	PERK inh
31	NCC(O)COCCC12CC3CC(CC(C3)C1)C2 (centres undefined)	-5	0.88	-27	4	0.7	-8	1.7	-24	-0.1
32	COc1ccccc1N1CCN(C(=O)CSc2nc(N)cc(=O)[nH]2)CC1	-21	.	-5	-1[fluorescence artefact?]	-0.3	-4	-0.6	-20	-0.5
33	Clc1cc(Br)ccc1OCCn1ccnc1	13	.	-12	8	-0.8	-5	0.1	-3	1.3
34	O=C(CSc1nc2ccccc2c(=O)n1NC(=O)c1ccccc1)c1ccccc1	-73	-1.8	-30	-1	-1.4	5	-0.3	-8	-0.4
35	O=S(=O)(O/N=C1\CCCc2ccccc21)c1ccccc1	-19	0.61	-6	-7	0.3	1	-0.1	4	0.1
36	CCC(C)NC(=O)CSc1nnc(-c2ccc(Cl)cc2)n1N (centres undefined)	10	0.51	-3	1	0.7	6	1.6	-10	1.1
37	Cn1c(-c2ccc(F)cc2)cnc1SCC(=O)Nc1ccccc1	-13	-1.6	-18	-1	2.2	2	0.4	-16	1.5
38	CCOC(=O)C(C)NC(=O)Cn1ncc2c(=O)oc3ccc(C)cc3c21 (centres undefined)	5	-1.9	-5	-5	-1.8	6	-0.2	-1	-1.8
39	CCOc1ccc(CN2CCN(CCCn3cccn3)CC2CCO)cc1 (centres undefined)	-17	-1.7	-16	1	1.6	4	-1.0	-23	-0.5
40	CCCOc1ccc(C2C(=O)N(C3CCCCC3)CC(=O)N2CCC)cc1OC (centres undefined)	12	.	-4	-1[fluorescence artefact?]	0.2	7	-0.2	-14	-0.7
41	CC(C)OC(=O)c1c(NS(=O)(=O)c2ccccc2)sc2c1CCCC2	-53	23*	.	3	-1.9	-4	-0.4	-7	0.2
42	CN(C)S(=O)(=O)c1cccc(-c2csc(N/N=C/c3ccco3)n2)c1	15	0.18	-19	3	-5.2	.	6.1	-9	0.8
43	COc1cc(C(=O)NC(=S)NNC(=O)c2ccc3c(c2)OCO3)cc(OC)c1OC	-32	5.1*	-18	-9	1.2	11	0.4	-11	0.3
44	CC(C)CNC(=O)CCCc1ccccc1	-9	0.75	-16	-4	3.8	2	-0.1	-2	-1.1
45	Cc1ccc(NC(=O)C2CCN(S(=O)(=O)c3c(C)n[nH]c3C)CC2)nc1	-24	.	-3	0	4.6	0	1.7	-2	1.2

Part of the list above, as labelled records:
36) CCC(C)NC(=O)CSc1nnc(-c2ccc(Cl)cc2)n1N (centres undefined)
  Calpain2 inh: 10 | Cl transport mod: 0.51 | MDM2 E3 inh: -3 | eIF4E-4G inh: 1 | TNF death inh: 0.7 | Rad51 HR inh: 6 | zVAD death inh: 1.6 | EBV gp42 inh: -10 | PERK inh: 1.1

37) Cn1c(-c2ccc(F)cc2)cnc1SCC(=O)Nc1ccccc1
  Calpain2 inh: -13 | Cl transport mod: -1.6 | MDM2 E3 inh: -18 | eIF4E-4G inh: -1 | TNF death inh: 2.2 | Rad51 HR inh: 2 | zVAD death inh: 0.4 | EBV gp42 inh: -16 | PERK inh: 1.5

Remaining list, next part:
cpd	mol	Calpain2 inh	Cl transport mod	MDM2 E3 inh	eIF4E-4G inh	TNF death inh	Rad51 HR inh	zVAD death inh	EBV gp42 inh	PERK inh
46	C#CCOCCOCCOCCNc1nc(N2CCN(C(=O)[C@H](Cc3ccc(O)cc3)n3cc([C@@H](N)C(C)CC)nn3)CC2)nc(N2CCN(C(=O)[C@H](Cc3cc4ccccc4[nH]3)n3cc([C@@H](N)C(C)CC)nn3)CC2)n1 (some centres undefined)	-30	-0.35	.	1	3.1	0	0.4	-17	1.5
47	CCCC(C)C(=O)Nc1nnc(C)s1 (centres undefined)	-28	0.24	-23	4	2.1	-4	-0.1	-19	0.6
48	CCC(C)NC(=O)CSc1ccc(Cl)cc1 (centres undefined)	-21	-0.93	2	4	1.2	4	-0.5	-21	0.7
49	Cc1ccc(C(=O)CSc2nc3cccnc3n2C)cc1	8	-0.39	-4	-2[fluorescence artefact?]	-1.6	2	-0.2	-4	-0.1
50	COCCN(Cc1ccco1)C(=O)Cn1ncc2c(=O)oc3ccccc3c21	29	-0.56	.	-2	2.0	-17	-0.2	-17	0.8
51	O=C(CSc1nc2ccccc2c(=O)n1CC1CCCO1)NCC1CCCO1 (centres undefined)	-7	1.6	1	1	-0.1	6	-0.2	-22	0.2
52	O=C(NCCc1nc2ccccc2[nH]1)Nc1ccccc1	12	1.1	-16	-9	0.4	9	0.1	-7	-0.3
53	CCN(CC)CCN(Cc1cc2cc3c(cc2[nH]c1=O)OCO3)C(=S)NCc1ccco1	-178	.	-1	-3	-0.5	-3	0.0	-9	-0.5
54	OCc1n[nH]c(CO)n1	11	0.77	-3	0	0.6	-4	-0.5	-7	0.6
55	COc1ccccc1CNC(=O)C(CCSC)NC(=O)C1CCC(C)CC1 (centres undefined)	-42	1.1	-3	-8[fluorescence artefact?]	-0.2	-6	-0.1	-5	-1.2
56	Cn1c(SCC(=O)N/N=C/C=C\c2ccccc2[N+](=O)[O-])nc2ccccc21	30	-0.57	-5	-9	1.1	5	0.3	4	0.0
57	CCCc1cc(C(=O)N(C2CCCCC2)C2CCCCC2)no1	6	-0.72	2	3	-0.9	-8	0.1	0	0.6
58	O=C(CSc1nnc(COc2cccc3ccccc23)o1)N1c2ccccc2CCc2ccccc21	-1	.	-16	9	-0.8	1	-1.1	-9	-2.3

Screening results (PubChem)
